N-glyco inh – increase of ERlucT glycosylation luciferase signal, primary screen, N-linked glycosylation inhibitor project, D54 ERlucT cells, luminescence, set 2. D54 ERlucT glycosylation luciferase reporter, 24 h; percent of 100 nM tunicamycin response. reporter increase, % at 12.5 µM. actives 0.23% (n = 360,000);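 active means mean luciferase reporter signal, scaled so untreated is 0 and the glycosylation-blocking control 100, at or above a set limit in every replicate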;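 further: luciferase carries N-glycosylation sites so blocking glycosylation raises the light; 0% = median of neutral control wells and 100% = median of 100 nM tunicamycin wells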
MC4R barr agon – MC4R agonists recruiting beta-arrestin, primary screen, cell-based, luminescence, agonist arm of biased-ligand search. actives 0.98% (n = 360,000). U2OS MC4R beta-arrestin complementation; percent of melanotan II response, DMSO zero. Melanocortin receptor 4 (Homo sapiens), P32245. activation, % at 8.9 µM. AID 540308, 2011;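 active means activation above a per-plate cutoff, the mean activation of sample wells on that plate plus 3 SD, cut at about 8% in these data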
Target sequence (P32245 whole entry, looked up): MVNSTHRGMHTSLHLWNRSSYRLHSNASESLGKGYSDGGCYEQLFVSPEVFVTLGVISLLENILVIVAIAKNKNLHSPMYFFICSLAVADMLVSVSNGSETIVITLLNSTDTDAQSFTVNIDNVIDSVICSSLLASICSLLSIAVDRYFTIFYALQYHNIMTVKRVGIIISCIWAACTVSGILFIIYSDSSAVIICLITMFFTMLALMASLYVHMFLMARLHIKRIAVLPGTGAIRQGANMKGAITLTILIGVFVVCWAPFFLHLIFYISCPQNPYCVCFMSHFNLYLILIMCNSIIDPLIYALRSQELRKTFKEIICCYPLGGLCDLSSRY
MC4R antag cAMP – MC4R antagonists of cAMP signaling, primary screen, cell-based, TR-FRET, antagonist arm of biased-ligand search | Melanocortin receptor 4 (Homo sapiens), P32245 | MC4R-expressing cells, MTII-stimulated cAMP, LANCE TR-FRET | inhibition, % at 6.5 µM | actives 0.48% (n = 360,000) | AID 540295, 2011;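 active means inhibition above its plate's cutoff, the mean of tested wells on that plate plus 3 SD, cut at about 29% in these data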;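 further: 0% = Melanotan II alone and 100% = Melanotan II plus saturating MCL0020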
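Material – human MC4R-expressing U2OS cells · Repeats – no replicates · Detection – TR-FRET with Eu-cAMP and labeled anti-cAMP, 671 nm · Times – compound 30 min, challenge 1 h, detection 1 h · Compound – single nominal compound dose of 6.5 µM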
hiPSC survival – enhancers of single-cell hiPSC survival, primary screen, ATPlite luminescence; 100% = ROCK inhibitor wells, 0% = DMSO; survival enhancement, % at 20 µM; actives 0.044% (n = 360,000); in the data active means survival enhancement above about 18%;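 further: cells exposed to compounds for 16 hours before the ATP read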
ABHD5-PLIN5 inh – ABHD5-PLIN5 interaction inhibitors, primary screen, cell lysate, split luciferase complementation, luminescence | inhibition, % at 4 µM | Split G. princeps luciferase complementation, 4 h | Perilipin-5 (Homo sapiens) + 1-acylglycerol-3-phosphate O-acyltransferase ABHD5 (Homo … | actives 0.78% (n = 360,000) | AID 602281, 2012;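 active means inhibition above the mean inhibition across every tested compound plus 3 SD, cut at about 22% in these data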;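 further: 0% = DMSO only wells and the 100% control is not disclosed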
Exocytosis inh – LAMP-1 surface exposure blockers, TALL-104 cells – cell-based, flow cytometry, MLPCN library, primary screen; TALL-104 LAMP-1 surface exposure; cells stimulated with thapsigargin and PMA; inhibition, % at 10 µM; actives 0.66% (n = 360,000);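 active means inhibition above about 55%, limit read from the data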
aDG glyco act – activators of alpha-DG glycosylation, primary screen, uHTS, Pro5-aDG cells, AlphaScreen | alpha-DG glycosylation AlphaScreen (IIH6); 0% Pro5, 100% B10-LARGE cell signal | activation, % at 10 µM | actives 0.22% (n = 360,000);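 active means activation of at least 8% versus controls, or a plate z-score of at least 8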;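 further: Pro5 are CHO cells carrying HIG-tagged alpha-DG that lacks glycosylation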
HTR2A ag – mouse Htr2a agonists via beta-arrestin recruitment, primary screen, cell-based, luminescence; 5-hydroxytryptamine receptor 2A (Mus musculus), P35363; CHO-K1 mHTR2A beta-arrestin complementation; percent of 30 µM serotonin response; activation, % at 7.6 µM; actives 0.66% (n = 360,000); AID 624169, 2012;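 active means activation above a run cutoff, the mean activation of all tested compounds plus 3 SD, cut at about 14% in these data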;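 further: 0% = plate median of compound wells and 100% = 30 µM serotonin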
Target sequence (P35363 whole entry, looked up): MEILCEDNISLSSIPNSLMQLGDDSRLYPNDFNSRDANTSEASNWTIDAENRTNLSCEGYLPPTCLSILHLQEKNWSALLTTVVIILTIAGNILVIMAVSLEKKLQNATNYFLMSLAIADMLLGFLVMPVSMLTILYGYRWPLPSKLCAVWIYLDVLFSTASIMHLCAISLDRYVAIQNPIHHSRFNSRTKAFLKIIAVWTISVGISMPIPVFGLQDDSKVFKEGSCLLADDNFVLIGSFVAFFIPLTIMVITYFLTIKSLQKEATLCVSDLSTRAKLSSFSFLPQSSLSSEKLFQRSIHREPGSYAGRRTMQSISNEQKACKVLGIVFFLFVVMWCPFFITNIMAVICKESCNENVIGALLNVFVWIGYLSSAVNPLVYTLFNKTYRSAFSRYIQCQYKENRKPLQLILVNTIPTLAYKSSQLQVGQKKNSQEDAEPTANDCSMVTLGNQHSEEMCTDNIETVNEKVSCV
ABCB6 inh 2 – ABCB6 transporter inhibitors, primary screen, K562-ABCB6 cells, flow cytometry, MLPCN library. ATP-binding cassette sub-family B member 6 (Homo sapiens), Q9NP58. K562-ABCB6 porphyrin accumulation, 1 h; hits give low values. fluorescence ratio to DMSO, % at 10 µM. actives 0.19% (n = 360,000). AID 602162, 2011;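 active means fluorescence ratio to DMSO below 75%, the collection mean minus 3 SD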;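 further: signal is porphyrin accumulated inside mitochondria; 100% equals median channel fluorescence of DMSO control wells; lower ratio means ABCB6 inhibition with less porphyrin fluorescence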
Cardio protect – cardioprotection against H2O2-induced cell death, primary screen, uHTS, H9c2 cells, ATPLite luminescence; actives 0.63% (n = 360,000); protection from H2O2 cell death, % at 20 µM; H9c2 cardiomyocytes, H2O2 injury protection, 2 h; AID 588492, 2011;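 active means compounds giving at least 50% protection of heart cells from peroxide-induced death in the single-dose screen, raw or plate-pattern-corrected value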;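 further: 0% = DMSO wells with peroxide and 100% = DMSO wells without peroxide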
* marks the source's active call; other numbers are inactive results.

What do the screens show for `CC(=O)Nc1cccc(C(=O)Nc2cccnc2)c1`?
N-glyco inh: 2.1; MC4R barr agon: 0.1; MC4R antag cAMP: 0.2; hiPSC survival: 0.1; ABHD5-PLIN5 inh: -2.1; Exocytosis inh: 0.8; aDG glyco act: -0.3; HTR2A ag: 3.1; ABCB6 inh 2: 101.0; Cardio protect: 11.5

How did Cc1ccc(N(Cc2ccccc2)C(=O)c2ccc(F)c(S(=O)(=O)N3CCOCC3)c2)cc1 do in these assays?
N-glyco inh: -2.5; MC4R barr agon: 0.6; MC4R antag cAMP: 12.2; hiPSC survival: 1.1; ABHD5-PLIN5 inh: 5.6; Exocytosis inh: 0.0; aDG glyco act: 0.3; HTR2A ag: 1.8; ABCB6 inh 2: 97.0; Cardio protect: 2.2

Results for Cc1nc(N2CCC(C)CC2)c2c(C)c(C(=O)Nc3ccc4c(c3)OCCO4)sc2n1 ?
N-glyco inh: -6.4; MC4R barr agon: 1.7; MC4R antag cAMP: 2.6; hiPSC survival: -0.4; ABHD5-PLIN5 inh: -1.6; Exocytosis inh: 8.0; aDG glyco act: 0.0; HTR2A ag: -3.9; ABCB6 inh 2: 95.0; Cardio protect: 1.5

How did CCc1ccc(-c2ccc(C(=O)O)c(C)n2)cc1 do in these assays?
N-glyco inh: 1.4; MC4R barr agon: 2.8; MC4R antag cAMP: 17.5; hiPSC survival: -0.9; ABHD5-PLIN5 inh: 2.6; Exocytosis inh: 4.2; aDG glyco act: -0.2; HTR2A ag: 3.0; ABCB6 inh 2: 101.0; Cardio protect: -3.7

What do the screens show for `Cc1ccc(N(CC(=O)Nc2c(C)n(C)n(-c3ccccc3)c2=O)S(C)(=O)=O)cc1C`?
N-glyco inh: 1.5; MC4R barr agon: -1.6; MC4R antag cAMP: 7.6; hiPSC survival: 0.8; ABHD5-PLIN5 inh: -3.8; Exocytosis inh: 3.9; aDG glyco act: -0.3; HTR2A ag: 2.0; ABCB6 inh 2: 99.0; Cardio protect: 5.6

What do the screens show for `O=C1CC(N2CCCCC2)C(=O)N1c1ccccc1` (stereo not drawn)?
N-glyco inh: 1.2; MC4R barr agon: -1.5; MC4R antag cAMP: 18.8; hiPSC survival: -2.8; ABHD5-PLIN5 inh: 8.2; Exocytosis inh: -2.6; aDG glyco act: -0.5; HTR2A ag: -4.8; ABCB6 inh 2: 87.0; Cardio protect: 4.7

What do the screens show for `CCOC(=O)CNC(=O)C(NC(=O)C1CCC(C)CC1)C(C)CC` (stereo not drawn)?
N-glyco inh: -0.3; MC4R barr agon: -1.1; MC4R antag cAMP: 0.5; hiPSC survival: -1.2; ABHD5-PLIN5 inh: -1.1; Exocytosis inh: -0.5; aDG glyco act: 0.0; HTR2A ag: -1.6; ABCB6 inh 2: 91.0; Cardio protect: -0.6

How did O=C(CCN1C(=O)C2C3CCC(C3)C2C1=O)Nc1ccc([N+](=O)[O-])cc1 (stereo not drawn) do in these assays?
N-glyco inh: 4.2; MC4R barr agon: -1.5; MC4R antag cAMP: -3.5; hiPSC survival: 1.6; ABHD5-PLIN5 inh: -2.0; Exocytosis inh: -2.7; aDG glyco act: 0.0; HTR2A ag: 1.8; ABCB6 inh 2: 102.0; Cardio protect: 8.3

What do the screens show for `CCNC(=O)CC1C(=O)N(CC)C(=S)N1NC(=O)c1ccccc1` (stereo not drawn)?
N-glyco inh: 0.9; MC4R barr agon: -0.7; MC4R antag cAMP: 7.9; hiPSC survival: -0.7; ABHD5-PLIN5 inh: -4.1; Exocytosis inh: -2.2; aDG glyco act: 0.0; HTR2A ag: 1.2; ABCB6 inh 2: 97.0; Cardio protect: -5.8

How did C=CCNc1ncnc2c1ncn2[C@H]1CN(Cc2ccccc2)C[C@@H](COC(C)=O)O1 do in these assays?
N-glyco inh: 1.5; MC4R barr agon: -0.3; MC4R antag cAMP: 4.8; hiPSC survival: 3.2; ABHD5-PLIN5 inh: 5.6; Exocytosis inh: 4.2; aDG glyco act: -0.1; HTR2A ag: -0.3; ABCB6 inh 2: 94.0; Cardio protect: 7.3

How did COc1cc(OC)cc(C(=O)N[C@H](C(=O)Nc2cc(C)cc(C)c2)C(C)C)c1 do in these assays?
N-glyco inh: -0.7; MC4R barr agon: 0.8; MC4R antag cAMP: 3.4; hiPSC survival: 0.7; ABHD5-PLIN5 inh: -6.9; Exocytosis inh: -0.1; aDG glyco act: -0.2; HTR2A ag: -2.6; ABCB6 inh 2: 96.0; Cardio protect: 2.4

How did CN(C)S(=O)(=O)c1cccc(C(=O)Nc2cc(Cl)cc(Cl)c2)c1 do in these assays?
N-glyco inh: -1.8; MC4R barr agon: 0.7; MC4R antag cAMP: 15.1; hiPSC survival: -1.9; ABHD5-PLIN5 inh: 1.7; Exocytosis inh: -1.4; aDG glyco act: 0.0; HTR2A ag: 3.5; ABCB6 inh 2: 89.0; Cardio protect: -15.1

Results for NC(=O)CSc1n[nH]c(=O)n1CCc1ccccc1 ?
N-glyco inh: 1.9; MC4R barr agon: -2.4; MC4R antag cAMP: -5.9; hiPSC survival: -0.6; ABHD5-PLIN5 inh: 4.5; Exocytosis inh: 13.1; aDG glyco act: 0.1; HTR2A ag: 6.4; ABCB6 inh 2: 99.0; Cardio protect: 5.2

How did Clc1ccccc1CSc1nnc(-c2ccccn2)n1Cc1ccco1 do in these assays?
N-glyco inh: -2.8; MC4R barr agon: -3.5; MC4R antag cAMP: -2.7; hiPSC survival: -1.3; ABHD5-PLIN5 inh: 12.8; Exocytosis inh: 4.9; aDG glyco act: 0.2; HTR2A ag: -4.4; ABCB6 inh 2: 82.0; Cardio protect: -4.3

How did CC(C)Cn1c(C(C)NC(=O)Cc2ccccc2)nc2ccccc21 (stereo not drawn) do in these assays?
N-glyco inh: -1.0; MC4R barr agon: 1.6; MC4R antag cAMP: 7.5; hiPSC survival: 0.2; ABHD5-PLIN5 inh: -3.9; Exocytosis inh: -1.0; aDG glyco act: 0.0; HTR2A ag: -8.4; ABCB6 inh 2: 94.0; Cardio protect: 3.6

How did COc1ccc(-c2nc(N)nc(C)c2Oc2ccccc2Br)c(O)c1 do in these assays?
N-glyco inh: 12.0; MC4R barr agon: -1.1; MC4R antag cAMP: 9.6; hiPSC survival: 11.6; ABHD5-PLIN5 inh: -6.5; Exocytosis inh: 10.5; aDG glyco act: -0.6; HTR2A ag: 0.6; ABCB6 inh 2: 97.0; Cardio protect: 4.2

What do the screens show for `Cc1nnc(NC(=O)Nc2ccc(Cl)c(Cl)c2)s1`?
N-glyco inh: -12.0; MC4R barr agon: 5.5; MC4R antag cAMP: 3.0; hiPSC survival: 5.4; ABHD5-PLIN5 inh: -4.8; Exocytosis inh: -3.9; aDG glyco act: -0.2; HTR2A ag: 2.8; ABCB6 inh 2: 91.0; Cardio protect: -14.0

What do the screens show for `COc1ccc(S(=O)(=O)N2CCC(C(=O)Nc3ccc(S(=O)(=O)N4CCCC4)cc3)CC2)cc1OC`?
N-glyco inh: -0.8; MC4R barr agon: -1.3; MC4R antag cAMP: 2.1; hiPSC survival: 0.3; ABHD5-PLIN5 inh: -2.3; Exocytosis inh: 1.3; aDG glyco act: -0.1; HTR2A ag: 16.4*; ABCB6 inh 2: 93.0; Cardio protect: 5.8

Results for Cc1cc(C)c(S(=O)(=O)N2CCCC(C(=O)NCCC3=CCCCC3)C2)c(C)c1 (stereo not drawn) ?
N-glyco inh: -3.6; MC4R barr agon: 1.1; MC4R antag cAMP: 12.2; hiPSC survival: -0.5; ABHD5-PLIN5 inh: 3.3; Exocytosis inh: 5.9; aDG glyco act: 0.7; HTR2A ag: -0.4; ABCB6 inh 2: 96.0; Cardio protect: -6.2

Results for COc1ccc(NC(=O)CSCC(=O)N(C)CCOc2ccc(Cl)cc2)cc1 ?
N-glyco inh: -0.1; MC4R barr agon: -2.3; MC4R antag cAMP: 0.0; hiPSC survival: -0.5; ABHD5-PLIN5 inh: 2.6; Exocytosis inh: -5.6; aDG glyco act: 0.0; HTR2A ag: -1.7; ABCB6 inh 2: 97.0; Cardio protect: -3.1

How did CCn1c(SCC(=O)N/N=C/C=C\c2ccccc2[N+](=O)[O-])nc2ccccc21 do in these assays?
N-glyco inh: -3.2; MC4R barr agon: 0.8; MC4R antag cAMP: 6.8; hiPSC survival: -3.1; ABHD5-PLIN5 inh: -1.1; Exocytosis inh: -0.2; aDG glyco act: 1.4; HTR2A ag: -1.6; ABCB6 inh 2: 85.0; Cardio protect: 8.0

What do the screens show for `COc1cccc(CCNc2ccc(N3C(=O)CC(C)C3=O)cc2[N+](=O)[O-])c1` (stereo not drawn)?
N-glyco inh: 0.6; MC4R barr agon: -2.4; MC4R antag cAMP: 9.4; hiPSC survival: -0.3; ABHD5-PLIN5 inh: 3.1; Exocytosis inh: 2.2; aDG glyco act: -0.1; HTR2A ag: -5.7; ABCB6 inh 2: 92.0; Cardio protect: -5.2

How did Cc1nn(C(C)(C)C)c(OC(=O)CC(C)C)c1S(=O)(=O)c1ccccc1 do in these assays?
N-glyco inh: 7.6; MC4R barr agon: 2.8; MC4R antag cAMP: 3.0; hiPSC survival: -0.1; ABHD5-PLIN5 inh: -3.0; Exocytosis inh: 34.5; aDG glyco act: 0.0; HTR2A ag: -4.7; ABCB6 inh 2: 97.0; Cardio protect: -5.1

How did Cc1cc(C)n(CCSCC(=O)O)n1 do in these assays?
N-glyco inh: 2.8; MC4R barr agon: 0.0; MC4R antag cAMP: 7.0; hiPSC survival: 2.3; ABHD5-PLIN5 inh: -2.3; Exocytosis inh: 3.7; aDG glyco act: 0.1; HTR2A ag: 9.1; ABCB6 inh 2: 97.0; Cardio protect: -1.8

What do the screens show for `COc1c(C)cc(C(=O)C2CCCN(C(=O)C3=C(C)OCCO3)C2)cc1C` (stereo not drawn)?
N-glyco inh: -0.3; MC4R barr agon: 2.0; MC4R antag cAMP: 1.9; hiPSC survival: -0.5; ABHD5-PLIN5 inh: -9.2; Exocytosis inh: 2.4; aDG glyco act: -0.1; HTR2A ag: 3.7; ABCB6 inh 2: 96.0; Cardio protect: -3.8

How did COc1ccc(N=C2C(=O)Nc3ccc(C)c(Br)c32)cc1 do in these assays?
N-glyco inh: 4.8; MC4R barr agon: -1.5; MC4R antag cAMP: 0.5; hiPSC survival: -0.4; ABHD5-PLIN5 inh: -10.1; Exocytosis inh: 4.8; aDG glyco act: 0.7; HTR2A ag: -3.9; ABCB6 inh 2: 92.0; Cardio protect: -10.3
